PTAP TSG101 blk = blocks PTAP/TSG101 interaction to inhibit HIV-1 budding; AID 493005; Potency, µM (doses to about 115 µM), inactives show at the top dose activity change, negative = inhibition, hits mostly inhibitors; Fluorescence polarization, FITC-PTAP peptide / Tsg101 binding; 340,000 tested, under 10 active; Q99816; active = well fitted inhibition curve with a large enough effect in the main read-out, with a control signal flat, not every such curve was filed as active; inconclusive = small, poorly fitted or top-dose-only effect, or effect the other way, or a change in a side signal; inactive = no such curve, though single readings can be large or run the other way; note: potency is the fitted concentration of half-maximal effect; % of control where 0% means no effect
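FP read-out: FITC-PTAP peptide, 50 nM final, binding Tsg101 binding domain, 10 uM final; 20 min, r.t.; 10 mM HEPES pH 7.5, 0.15 M NaCl, 0.01% Tween 20, 3 mM EDTA, 0.1 mM TCEP.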
B2AR arrestin = recruits beta-arrestin to the human beta2-adrenergic receptor. P07550. beta-arrestin recruitment to beta2AR, cell-based reporter. Potency, µM (top dose mostly 46.1 µM), without a hit: at the highest dose activation, usual class: activators. 0.02% of 330,000 active;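 note: potency is the fitted concentration of half-maximal effect; 0% = DMSO controls and full agonism = EC100 isoproterenol or metaproterenol; nearly all actives have a fitted effect of over 65% in size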
BRCA1 expr up = increases BRCA1 expression | AID 624202 | 1.1% of 380,000 active | Potency, µM (top dose mostly 46.1 µM), for the others: top-dose activation, actives largely listed as activators | MCF7-BRCA1-FFLuc reporter, luminescence, 48 h; response scale: scaled: vehicle 0%, 10 µM genistein 100%; note: potency is the fitted concentration of half-maximal effect; nearly all actives have a fitted effect of over 80% in size; some results filed as inactive show a strong effect at the top dose
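MCF7-BRCA1-FFLuc cells, 2000/well in phenol-red-free MEM, attached 2 h then treated 48 h at 37 C. Luciferase luminescence read 15 min after reagent; normalized to genistein maximum activation (10microM) and DMSO, concentration-response fitted.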
A-T KAP1 phos = potential ataxia-telangiectasia treatment; […] A-T fibroblasts, KAP-1 phosphorylation AlphaLISA; neocarzinostatin DNA damage 30 min before lysis; Potency, µM (highest dose often 57.5 µM), without a hit: top-dose activation, actives largely listed as activators; AID 485349; 0.19% of 320,000 active; note: potency is the fitted concentration of half-maximal effect; % of control where 0% means no effect; nearly all actives have a fitted effect of over 45% in size
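hTERT-immortalized A-T patient fibroblasts ([…]), 500 cells/well in OPTI-MEM, 1% FBS, got compounds for 60 min, then NCS for 30 min at 37C. Lysates were then assayed for phospho-KAP-1 by AlphaLISA (anti-pKAP1 donor, anti-KAP1 acceptor beads), 6 hr at 25C.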
Integrin act MD = activators of alpha7 integrin expression for muscular dystrophy. AID 624291. alpha7betagal myoblasts, beta-gal FDG fluorescence, 48 h. Potency, µM (top dose mostly 38.3 µM), for inactives: at the highest dose activation, most hits filed as activators. 0.064% of 350,000 active;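 note: potency is the fitted concentration of half-maximal effect; 100% = response of the positive control SU9516; nearly all actives have a fitted effect of over 60% in size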
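alpha7betagal+/- myoblasts (passage 13, 250/well) treated 48 h at 37C with compounds at 1:260 dilution of DMSO stock. Lysed, then beta-galactosidase activity read as FDG fluorescence (ex 480/em 540) after 30 min, with pre-read for autofluorescence.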
TCR activator = activates T cell receptor signaling; primary human leukocytes, anti-CD3, IL-2 HTRF, 48 h; Potency, µM (titrated, usually from 9.22 µM), without a hit: at the highest dose activation of IL-2 secretion, actives largely listed as activators; 330,000 tested, under 10 active; note: % of control where 0% means no effect
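Primary human leukocytes incubated 48 hr with anti-CD3 beads plus compound, without co-stimulation. Secreted IL-2 measured by HTRF (europium cryptate/d2 anti-IL-2 pair, 320 nm excitation, 665 nm emission).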
MLL CXXC-DNA inh = inhibitors of human MLL CXXC domain-DNA interaction; MLL-CXXC / FITC-HOXA9 DNA fluorescence polarization; Potency, µM (doses to about 115 µM), inactives show at the highest dose activity change, negative = inhibition, hits mostly inhibitors; 0.037% of 290,000 active; active = well fitted inhibition curve with a large enough effect in the polarisation, with a control signal flat, not every such curve was filed as active; inconclusive = small, poorly fitted or top-dose-only effect, or effect the other way, or a change in a side signal; inactive = no such curve, though single readings can be large or run the other way; the % refers to the polarisation; note: potency is the fitted concentration of half-maximal effect
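Fluorescence polarization: 7 uM MLL-CXXC (stock) preincubated 5 min with compounds, then 50 nM fluorescein-HOX-A9 DNA (stock) added; 30 min ambient. Buffer 50 mM Tris-HCl pH 7.5, 50 mM NaCl, 1 mM DTT, 0.05% BSA.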
ELG1 repair inh = ELG1-dependent DNA repair inhibition | HEK293T ELG1-luciferase reporter, luminescence, 16 h; DNA damage induced by 5-fluorouridine | Potency, µM (titrated, usually from 46.1 µM), without a hit: top-dose activity change, negative = inhibition, usual class: inhibitors | 2.3% of 330,000 active | AID 504467; note: potency is the fitted concentration of half-maximal effect; % is set by controls: 0 for no effect and ±100 for the full control effect; nearly all actives have a fitted effect of over 55% in size
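HEK293T cells expressing luciferase-tagged ELG1 (2,000/well) received 5-Fluorouridine plus compound or DMSO for 16 hr at 37 °C. Luciferase was read by ONE-Glo luminescence after 30 min at room temperature.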
p53 reactivation = mutant p53 re-activation in reporter cells; H1299 p53-A138V BP100-luciferase reporter, luminescence, 24 h; Potency, µM (doses to about 92.2 µM), for the others: at the top dose activity change, positive = activation, hits mostly activators; 0.063% of 320,000 active; AID 504706; note: potency is the fitted concentration of half-maximal effect; % of control where 0% means no effect; nearly all actives have a fitted effect of over 45% in size
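H1299 (p53-null), stable ts p53-A138V + BP100-Luc; 1000 cells/well, Opti-MEM/10% FBS; cpd 4 pt, 1:5; 24 h, 37 deg C, 5% CO2; detection reagent 10 min RT; luminescence.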
TRPV1 ag = human TRPV1 agonism | 0.19% of 320,000 active | TRPV1-expressing cells, Fluo-8 calcium influx, agonist mode | Q8NER1 | activation, % at 8.33 µM; in the data active = activation above about 80%; inconclusive = between about 30% and that limit; note: 0% is about no effect
Target sequence (Q8NER1 whole entry, looked up): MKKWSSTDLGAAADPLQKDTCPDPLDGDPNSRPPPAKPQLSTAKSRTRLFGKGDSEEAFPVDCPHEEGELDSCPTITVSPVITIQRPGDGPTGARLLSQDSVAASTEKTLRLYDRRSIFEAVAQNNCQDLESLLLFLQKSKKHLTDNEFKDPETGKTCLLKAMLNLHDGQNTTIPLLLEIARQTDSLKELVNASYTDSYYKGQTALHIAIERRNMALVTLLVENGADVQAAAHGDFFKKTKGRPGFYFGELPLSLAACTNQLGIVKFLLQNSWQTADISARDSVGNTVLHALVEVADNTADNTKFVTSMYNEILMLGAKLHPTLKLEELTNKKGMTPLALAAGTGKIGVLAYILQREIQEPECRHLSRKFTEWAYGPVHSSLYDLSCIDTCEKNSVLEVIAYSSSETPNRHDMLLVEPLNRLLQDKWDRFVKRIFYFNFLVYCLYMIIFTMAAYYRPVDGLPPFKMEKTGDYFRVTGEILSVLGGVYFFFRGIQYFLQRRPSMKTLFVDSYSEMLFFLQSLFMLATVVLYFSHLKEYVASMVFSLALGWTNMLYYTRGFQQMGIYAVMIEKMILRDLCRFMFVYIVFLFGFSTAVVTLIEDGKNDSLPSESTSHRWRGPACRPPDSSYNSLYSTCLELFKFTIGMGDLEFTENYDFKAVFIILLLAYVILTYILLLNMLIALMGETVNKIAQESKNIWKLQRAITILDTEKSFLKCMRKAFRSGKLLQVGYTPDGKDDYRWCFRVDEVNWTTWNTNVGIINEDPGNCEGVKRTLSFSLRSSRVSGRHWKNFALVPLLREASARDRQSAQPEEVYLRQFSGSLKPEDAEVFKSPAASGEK
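TRPV1-expressing cells were cultured overnight at 35.5C and loaded with Fluo-8 calcium dye for 40 to 90 min at room temperature. After a 10 s baseline, compound was added and calcium influx was read kinetically for 3 min (ex 480/em 520 nm).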
An asterisk follows results filed as active; [ ] = dose if it differs, or a comment. Unless noted, calls come from the whole dose curve; as a rule, active = well fitted curve in the direction sought with a large enough effect; inconclusive = small, poorly fitted or top-dose-only effect, or another doubt; inactive = no such curve, though single readings can be large; an effect the other way counts as inactive or inconclusive.

For Cc1ccc(Nc2nc(N)nc(CCl)n2)c(C)c1 the results were PTAP TSG101 blk -8%, B2AR arrestin -0.2%, BRCA1 expr up -12%, A-T KAP1 phos -8%, Integrin act MD inconclusive, TCR activator 1%, MLL CXXC-DNA inh 10%, ELG1 repair inh inconclusive, p53 reactivation 2% and TRPV1 ag -3.
`COCCCNC(=S)Nc1ccc(C)cc1[N+](=O)[O-]` gave PTAP TSG101 blk -4%, B2AR arrestin -0.3%, BRCA1 expr up 53%, A-T KAP1 phos -8%, Integrin act MD 14%, TCR activator -4%, MLL CXXC-DNA inh 5%, ELG1 repair inh inconclusive, p53 reactivation 18% and TRPV1 ag 0.
`Nn1cc(-c2ccccc2)nc1SCC(=O)NCCc1ccccc1` gave PTAP TSG101 blk -2%, B2AR arrestin -0.2%, BRCA1 expr up -6%, A-T KAP1 phos -6%, Integrin act MD 19%, TCR activator -7%, MLL CXXC-DNA inh 8%, ELG1 repair inh 3%, p53 reactivation -4% and TRPV1 ag 10.
For Nc1c(C(=O)O)sc2nc(-c3ccccc3)c3c(c12)CCCC3 the results were PTAP TSG101 blk -5%, B2AR arrestin -0.7%, BRCA1 expr up 0%, A-T KAP1 phos 3%, Integrin act MD 16%, TCR activator -8%[46.1 µM], MLL CXXC-DNA inh -1%, ELG1 repair inh 6%, p53 reactivation -11% and TRPV1 ag -4.
For O=C1CC(c2ccc(S(=O)(=O)NCCOc3ccccc3)cc2)CN1 (configuration not stated) the results were PTAP TSG101 blk -4%, B2AR arrestin -0.4%, BRCA1 expr up 9%, A-T KAP1 phos -4%, Integrin act MD -16%, TCR activator 1%, MLL CXXC-DNA inh -1%, ELG1 repair inh 2%, p53 reactivation -4% and TRPV1 ag 1.
Screening Cc1ccc(N2C(=O)Nc3ccc(Br)cc3C2(O)C(=O)NCCN(C)C)cc1C (configuration not stated) returned PTAP TSG101 blk -4%, B2AR arrestin 0.5%, BRCA1 expr up -4%, A-T KAP1 phos 26%, Integrin act MD 22%, TCR activator -1%, MLL CXXC-DNA inh -1%, ELG1 repair inh -17%, p53 reactivation 4% and TRPV1 ag -4.
`Cc1ccc(C(=O)Nc2cccc(-c3nc4ncccc4o3)c2)cc1` gave PTAP TSG101 blk -2%, B2AR arrestin -0.6%, BRCA1 expr up 20%, A-T KAP1 phos -14%, Integrin act MD -4%, TCR activator 1%, MLL CXXC-DNA inh 3%, ELG1 repair inh 0%, p53 reactivation 1% and TRPV1 ag inconclusive.
`COc1ccccc1-c1nnc(SCC(=O)Nc2ccc(S(N)(=O)=O)cc2)n1C` gave PTAP TSG101 blk -5%, B2AR arrestin -1.1%, BRCA1 expr up 1%, Integrin act MD -9%[7.66 µM], TCR activator 3%, MLL CXXC-DNA inh 1%, ELG1 repair inh -9%, p53 reactivation 1% and TRPV1 ag -6.
For Cc1nnc(SCCC#N)n(CCC#N)c1=O the results were PTAP TSG101 blk -12%, B2AR arrestin -0.4%, BRCA1 expr up 4%, A-T KAP1 phos -3%, Integrin act MD -26%, TCR activator 0%, MLL CXXC-DNA inh 4%, ELG1 repair inh inconclusive, p53 reactivation 0% and TRPV1 ag 0.
Cc1ccc2nc(SCC(=O)c3c[nH]c4ccccc34)[nH]c2c1 was read as PTAP TSG101 blk -7%, B2AR arrestin 0.4%, BRCA1 expr up -19%, A-T KAP1 phos -2%, Integrin act MD 18%, TCR activator 1%, MLL CXXC-DNA inh -3%, ELG1 repair inh -11%, p53 reactivation -12% and TRPV1 ag 6.
`CCOc1ccccc1CNCC1CCCO1` (configuration not stated) gave PTAP TSG101 blk -2%, B2AR arrestin -0.3%, BRCA1 expr up -15%, A-T KAP1 phos -5%, Integrin act MD -10%, MLL CXXC-DNA inh -1%, ELG1 repair inh inconclusive, p53 reactivation 11% and TRPV1 ag 1.
For O=C(CCCc1c[nH]c2ccccc12)NCc1cccs1 the results were PTAP TSG101 blk -2%, B2AR arrestin 0.1%, BRCA1 expr up 13%, A-T KAP1 phos -6%, Integrin act MD -20%, TCR activator 4%, MLL CXXC-DNA inh -11%, ELG1 repair inh 8%, p53 reactivation 1% and TRPV1 ag inconclusive.
Screening CC(=O)Nc1ncc2c(n1)CC(c1ccco1)CC2=O (configuration not stated) returned PTAP TSG101 blk -4%, B2AR arrestin -0.1%, BRCA1 expr up -3%, A-T KAP1 phos 2%, Integrin act MD 4%, TCR activator 0%, MLL CXXC-DNA inh -2%, ELG1 repair inh 6%, p53 reactivation 0% and TRPV1 ag 0.
For CCOc1ccc(Cc2n[nH]c(=S)n2Cc2ccccc2)cc1 the results were PTAP TSG101 blk -6%, B2AR arrestin 0.3%, BRCA1 expr up -32%, A-T KAP1 phos -6%, Integrin act MD 4%, TCR activator -21%, MLL CXXC-DNA inh 6%, ELG1 repair inh -13%, p53 reactivation 0% and TRPV1 ag -1.
`CN1CCN(CCCOc2ccc(-c3ccccc3)cc2)CC1` gave PTAP TSG101 blk -3%, B2AR arrestin -0.2%, BRCA1 expr up inconclusive, A-T KAP1 phos 5%, Integrin act MD -57%[inhibitor], TCR activator -24%, MLL CXXC-DNA inh -10%, ELG1 repair inh inconclusive, p53 reactivation -8% and TRPV1 ag 4.
`COCCNC(=O)CSc1nc2cc(OC)c(OC)cc2c(=O)n1CCC1=CCCCC1` gave PTAP TSG101 blk -3%, B2AR arrestin -0.9%, BRCA1 expr up 4%, Integrin act MD -6%, TCR activator -1%, MLL CXXC-DNA inh 6%, ELG1 repair inh inconclusive, p53 reactivation 5% and TRPV1 ag 4.
Screening C/C=C\C=C/C(=O)Nc1cccc(C2=NOC3(C2)C[C@H](C(N)=O)N(C(=O)CC)C3)c1 (some centres not stated) returned PTAP TSG101 blk 1%, B2AR arrestin 0.2%, BRCA1 expr up 0%, A-T KAP1 phos 3%, Integrin act MD 21%, TCR activator -4%, MLL CXXC-DNA inh 4%, ELG1 repair inh 15%, p53 reactivation 7% and TRPV1 ag -1.
CC(=O)Nc1nc(C)c(C(C)=O)s1 was read as PTAP TSG101 blk -14%, B2AR arrestin -0.9%, BRCA1 expr up -29%, A-T KAP1 phos 2%, Integrin act MD 14%, TCR activator 0%, MLL CXXC-DNA inh -3%, ELG1 repair inh -3%, p53 reactivation -1% and TRPV1 ag -4.
For CCn1cc(C(=O)NCc2ccccn2)c(=O)c2cc(F)c(N3CCN(C)CC3)cc21 the results were PTAP TSG101 blk -10%, B2AR arrestin -0.4%, BRCA1 expr up -2%, A-T KAP1 phos 0%, Integrin act MD 0%, TCR activator -83%, MLL CXXC-DNA inh 9%, ELG1 repair inh -2%, p53 reactivation 4% and TRPV1 ag 1.
CCNCc1cc(Cl)c(OCc2ccccc2)c(OCC)c1 was read as PTAP TSG101 blk -1%, B2AR arrestin -0.4%, BRCA1 expr up -31%, A-T KAP1 phos -1%, Integrin act MD -62%[inhibitor], MLL CXXC-DNA inh 2%, ELG1 repair inh inconclusive, p53 reactivation -2% and TRPV1 ag 5.
`O=C(O)CCC(=O)Nc1ccc(NC(=O)c2ccc(Cl)cc2Cl)c(Cl)c1` gave PTAP TSG101 blk -2%, B2AR arrestin -0.3%, BRCA1 expr up 2%, A-T KAP1 phos 6%, Integrin act MD 42%, TCR activator 1%, MLL CXXC-DNA inh 1%, ELG1 repair inh 5%, p53 reactivation -2% and TRPV1 ag 0.
`Cn1c(=O)[nH]c(=O)c2c1nc(N1CCCCC1)n2CCSc1nc2ccccc2o1` gave PTAP TSG101 blk -5%, B2AR arrestin -1.0%, BRCA1 expr up -7%, A-T KAP1 phos 13%, Integrin act MD 0%, TCR activator 0%, MLL CXXC-DNA inh 3%, ELG1 repair inh 11% and p53 reactivation -1%.
Screening CCOc1ccc(C(C(=O)NC2CCCCC2)N(CCOC)C(=O)c2snc(C(N)=O)c2N)cc1 (configuration not stated) returned PTAP TSG101 blk -1%, B2AR arrestin -0.4%, BRCA1 expr up 4%, A-T KAP1 phos 1%, Integrin act MD 17%, TCR activator -5%, MLL CXXC-DNA inh -3%, ELG1 repair inh 0% and TRPV1 ag 0.
`C[n+]1ccc(/C=N/Nc2nc(Cl)c(C#N)c(Cl)c2Cl)cc1` gave PTAP TSG101 blk 1%, B2AR arrestin -1.0%, BRCA1 expr up -60%, A-T KAP1 phos -12%, Integrin act MD -41%, TCR activator 6%, MLL CXXC-DNA inh 38%[activator], ELG1 repair inh inconclusive, p53 reactivation 10% and TRPV1 ag 3.
Screening CCc1nc(SCC(=O)Nc2nccs2)c2oc3ccccc3c2n1 returned PTAP TSG101 blk -1%, B2AR arrestin -0.4%, BRCA1 expr up -4%, A-T KAP1 phos 12%, Integrin act MD -5%, TCR activator 0%, MLL CXXC-DNA inh 12%, ELG1 repair inh inconclusive, p53 reactivation inconclusive and TRPV1 ag 0.
